Source: PubChem (National Center for Advancing Translational Sciences (NCATS))
LMNA splice mod: changes lamin A minigene splicing in HeLa cells; 200,000 tested, 0.01% active; Potency, µM (titrated, usually from 46.1 µM), without a hit: at the top dose ratio change, negative = inhibition, usual class: inhibitors; HeLa LMNA splicing GFP/RFP minigene ratio, 48 h; active = well fitted inhibition curve with a large enough effect in the signal ratio, with a control signal flat, not every such curve was filed as active; inconclusive = small, poorly fitted or top-dose-only effect, or effect the other way, or a change in a side signal; the % refers to the signal ratio; also: potency is read from the fitted curve at half-maximal effect; % is scaled to controls: 0 for no effect and ±100 for the full control effect
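S3 HeLa cells stably expressing lamin A-EGFP splicing minigene plus DsRed2, 600 cells/well, 48 h compound exposure at 37C. Laser-scanning cytometry; analysed as GFP (500-530 nm)/RFP (575-640 nm) total intensity ratio; 0.5% DMSO vehicle.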
CBFb-RUNX1 inh: blocks binding between human CBF-beta and RUNX1; Q01196+Q13951; AlphaScreen CBFb-His/RUNX1-biotin binding, biochemical; Potency, µM (top dose mostly 59.8 µM), inactives show top-dose activity, negative = inhibition, hits mostly inhibitors; 230,000 tested, under 10 active; AID 1477; also: % of control where 0% means no effect
Target sequence (Q01196 whole entry, looked up): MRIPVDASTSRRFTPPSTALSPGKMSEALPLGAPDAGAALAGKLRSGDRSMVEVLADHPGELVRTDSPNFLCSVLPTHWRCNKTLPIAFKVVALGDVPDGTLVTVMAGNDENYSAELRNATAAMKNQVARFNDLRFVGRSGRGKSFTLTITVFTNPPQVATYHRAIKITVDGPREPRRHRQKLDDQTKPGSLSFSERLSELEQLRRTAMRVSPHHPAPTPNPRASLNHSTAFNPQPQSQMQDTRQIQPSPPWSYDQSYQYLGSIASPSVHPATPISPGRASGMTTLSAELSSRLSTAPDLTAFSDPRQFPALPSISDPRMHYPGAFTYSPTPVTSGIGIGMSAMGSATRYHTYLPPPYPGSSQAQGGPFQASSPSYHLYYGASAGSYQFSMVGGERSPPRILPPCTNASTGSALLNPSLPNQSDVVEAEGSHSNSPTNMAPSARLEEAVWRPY
Target sequence (Q13951 whole entry, looked up): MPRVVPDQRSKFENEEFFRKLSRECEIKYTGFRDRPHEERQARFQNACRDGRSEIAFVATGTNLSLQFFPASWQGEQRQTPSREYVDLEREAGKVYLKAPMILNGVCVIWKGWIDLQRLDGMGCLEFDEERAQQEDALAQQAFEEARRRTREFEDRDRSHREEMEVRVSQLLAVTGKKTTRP
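Read-out: AlphaScreen. Format: His-CBF-beta with biotinylated RUNX1 (30 nM each) preincubated 20 min, compound 15 min, Ni-chelate plus streptavidin beads 90 min; room temperature throughout.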
Epigenetic derep: derepresses silenced GFP reporter in murine cells; Potency, µM (series often up to 53.9 µM), inactives show at the top dose GFP activation, hits mostly activators; AID 1865; 280,000 tested, 0.2% active; murine LDR cells, GFP reporter derepression, 30 h; also: potency is read from the fitted curve at half-maximal effect; % of control where 0% means no effect; nearly all actives have a fitted effect of over 60% in size
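GFP-positive cell count by laser-scanning cytometry (objects 20–120 um) after 30 h, 37 C compound exposure of murine LDR cells; reporter is CMV-GFP integrated at a silenced locus, inducible by HDAC or DNMT inhibitors.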
KinaseGlo FLuc: counter-screen: inhibitors of Kinase-Glo firefly luciferase. Kinase-Glo luciferase, ATP luminescence, 8 min. Potency, µM (top dose mostly 38.3 µM), inactives show top-dose activity change, negative = inhibition, hits mostly inhibitors. 200,000 tested, 0.28% active. AID 1379; also: potency is read from the fitted curve at half-maximal effect; % is scaled to controls: 0 for no effect and ±100 for the full control effect; nearly all actives have a fitted effect of over 60% in size
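Recombinant Kinase-Glo luciferase, 10 uM ATP (linear range), luciferin; imidazole pH 7.2 / KCl / MgCl2 / Tween / BSA buffer; 8 min RT; luminescence.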
NPSR antagonist: neuropeptide S receptor (human) antagonism, cAMP; Q6W5P4; Potency, µM (doses to about 38.3 µM), inactives show at the highest dose activity change, negative = inhibition, actives largely listed as inhibitors; CHO-NPSR cells, cAMP TR-FRET, antagonist mode; AID 1461; 220,000 tested, 1% active; also: potency is read from the fitted curve at half-maximal effect; % is scaled to controls: 0 for no effect and ±100 for the full control effect; nearly all actives have a fitted effect of over 50% in size; many of its hits are not listed in these tables
Target sequence (Q6W5P4 whole entry, looked up): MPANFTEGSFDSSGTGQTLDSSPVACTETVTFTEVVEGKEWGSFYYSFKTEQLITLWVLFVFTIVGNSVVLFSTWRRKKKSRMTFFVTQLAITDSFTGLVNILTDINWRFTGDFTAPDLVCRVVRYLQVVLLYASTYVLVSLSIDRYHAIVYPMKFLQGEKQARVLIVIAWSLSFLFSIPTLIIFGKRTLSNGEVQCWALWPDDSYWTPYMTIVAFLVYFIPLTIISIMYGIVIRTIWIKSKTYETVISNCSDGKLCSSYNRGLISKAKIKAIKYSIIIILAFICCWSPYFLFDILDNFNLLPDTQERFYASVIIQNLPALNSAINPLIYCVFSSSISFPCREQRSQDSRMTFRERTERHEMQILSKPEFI
IMPase Li inh: membrane-permeable IMPase blocker, potentiated with lithium; CHO-M1 cells, IP1 TR-FRET (IP-One), carbachol + lithium; Potency, µM (top dose mostly 59.4 µM), without a hit: top-dose activity, negative = IMPase inhibition, most hits filed as inhibitors; 210,000 tested, 0.35% active; AID 1457;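 also: IP1 builds up when IMPase is blocked and the TR-FRET signal falls; potency is read from the fitted curve at half-maximal effect; plate controls were basal vehicle for no effect and high inhibitor control for full effect; nearly all actives have a fitted effect of over 50% in size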
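CHO-M1, 2000 cells/well, 16–30 h culture; cpd + low Li+, 30 min 37C; lysis with d2-IP1/Eu-anti-IP1 Ab, 10 min RT; TR-FRET 665/620 ratio and 620 channel; AC50 via Hill.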
HTT aggregate: mutant huntingtin aggregation inhibition; AID 1688; 220,000 tested, 1.1% active; PC12 HttQ103-GFP aggregates, Acumen cytometry, 40 h; Potency, µM (doses to about 46.1 µM), inactives show top-dose activity change, negative = inhibition, usual class: inhibitors; also: potency is read from the fitted curve at half-maximal effect; % is scaled to controls: 0 for no effect and ±100 for the full control effect; nearly all actives have a fitted effect of over 60% in size
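Read-out: GFP aggregate count by laser scanning cytometer (488 nm excitation, 500-530 nm emission, 1–25 µm objects >6 SD above background). Cells: PC12, inducible HTTex1-Q103-GFP, 100 nM tebufenozide; compounds titrated.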
* = called active by the depositor; ? = inconclusive; / = not tested or not shown; [ ] = remark or other dose. Unless noted, calls follow the shape of the dose curve; as a rule, active = well fitted curve in the direction sought with a large enough effect; inconclusive = small, poorly fitted or top-dose-only effect, or another doubt; inactive = no such curve, though single readings can be large; an effect the other way counts as inactive or inconclusive. An excerpt. The share of hits here may be higher or lower than overall.

SMILES	LMNA splice mod	CBFb-RUNX1 inh	Epigenetic derep	KinaseGlo FLuc	NPSR antagonist	IMPase Li inh	HTT aggregate
CCOC(=O)c1ccccc1NC(=O)CN1C(=O)c2ccccc2S1(=O)=O	-1%	4%	0.0%	1%	-16%[46.1 µM]	12%[38.3 µM]	-18%
CCOC(=O)C1(Cc2cccc(OC)c2)CCN(Cc2cccn2-c2ccccn2)CC1	/	7%	-2.3%	6%	7%	15%	-29%
Cc1cc(C(F)(F)F)nn1CC(=O)NNC(=S)Nc1ccc(Cl)cc1	6%	9%	-1.0%	-4%	4%[46.1 µM]	5%[38.3 µM]	19%
NC(=O)C1(N2CCCCC2)CCN(C2CC(=O)N(Cc3ccc(N4CCCC4=O)cc3)C2=O)CC1 (stereo not drawn)	12%	1%	?	-1%	-6%[46.1 µM]	31%[38.3 µM]	?
COc1cccc(NC(=O)c2cccs2)c1	16%	6%	-0.8%	-4%	12%[46.1 µM]	9%[38.3 µM]	-10%
O=C(NCC1CCCO1)c1onc(CSc2ccccc2F)c1C(=O)O (stereo not drawn)	5%[0.0737 µM]	-5%	-0.9%	4%	0%[46.1 µM]	-21%[38.3 µM]	4%
CCOC(=O)c1c(C(=O)OCC)c(C)n(CCc2ccccc2)c1C	-10%	-8%	1.1%	4%	-27%	-2%	8%
CC(C)CCNc1c(-c2cccs2)nc2ccccn12	?	1%	-0.1%	0%	-2%	7%	?
Cc1ccc2c(c1)/C(=N/N1C(=O)c3ccccc3C1=O)C(=O)N2	?	7%	-1.0%	7%	2%	5%	12%
COc1ccc(-c2c(S(=O)(=O)c3ccccc3)cnn2-c2ccccc2)cc1	?	13%	-0.9%	2%	?	15%[38.3 µM]	?
CCOC(=O)C1CCN(C(=O)CCCN2C(=O)c3ccccc3C2=O)CC1	-8%	3%	0.0%	-3%	-4%[46.1 µM]	4%	-6%
CC1(C)Cc2nc(Cl)c(C(=O)O)cc2CO1	7%[46 µM]	3%	2.2%	-3%	4%	2%	/
Cc1ccc(-c2cc(C(=O)Nc3ccc(S(=O)(=O)Nc4ncccn4)cc3)c3ccccc3n2)cc1	-1%	3%	0.4%	3%	-23%[46.1 µM]	1%	6%
CCNC(=O)C(=O)NCC1OCCCN1S(=O)(=O)c1cccs1 (stereo not drawn)	-18%	1%	-1.6%	3%	13%	0%	0%
COc1ccc(C(=O)c2c[nH]c(C(=O)NCc3cccnc3)c2)cc1	-8%	11%	-0.9%	6%	-12%[46.1 µM]	-7%	-1%
COc1ccc(OCC(=O)N2CCN(C(=O)COc3ccccc3)CC2)cc1	-5%	2%	0.0%	1%	-14%[46.1 µM]	2%[38.3 µM]	-11%
Cc1oc2c(c1C(=O)NC(Cc1c[nH]c3ccccc13)C(=O)O)CCCC2 (stereo not drawn)	4%	-5%	-6.0%	/	-2%[46.1 µM]	/	24%
N#C/C(=C\c1ccc(-c2ccc(F)cc2)o1)C(=O)Nc1nc(-c2cccs2)cs1	?	1%	0.0%	0%	-10%[46.1 µM]	2%	-10%
COC(=O)c1ccc(Cl)c(NC(=O)CSc2ncn[nH]2)c1	12%	4%	-0.8%	0%	0%[46.1 µM]	22%[38.3 µM]	-1%
COc1ccccc1C(=O)Nc1onc(C)c1C#N	?	3%	1.3%	-4%	6%	3%	-2%[9.22 µM]

Overlap with the part before: three compounds; new compounds follow.
SMILES	LMNA splice mod	CBFb-RUNX1 inh	Epigenetic derep	KinaseGlo FLuc	NPSR antagonist	IMPase Li inh	HTT aggregate
N#C/C(=C\c1ccc(-c2ccc(F)cc2)o1)C(=O)Nc1nc(-c2cccs2)cs1	?	1%	0.0%	0%	-10%[46.1 µM]	2%	-10%
COC(=O)c1ccc(Cl)c(NC(=O)CSc2ncn[nH]2)c1	12%	4%	-0.8%	0%	0%[46.1 µM]	22%[38.3 µM]	-1%
COc1ccccc1C(=O)Nc1onc(C)c1C#N	?	3%	1.3%	-4%	6%	3%	-2%[9.22 µM]
CC(C)C(O)C1CCN(Cc2nc(-c3cccs3)no2)CC1 (stereo not drawn)	2%[46 µM]	-2%	1.1%	-1%	13%	-5%	24%[9.22 µM]
COc1cc(CSc2nnnn2-c2ccc(C)cc2)cc(OC)c1OC	?	-8%	-4.6%	0%	-20%[46.1 µM]	31%	2.5µM*
COc1cc(S(=O)(=O)N2CCOCC2)ccc1NC(=O)COc1ccc(N(C)S(=O)(=O)c2ccc(C)cc2)cc1	/	0%	0.0%	/	-19%	7%	-17%
COc1ccccc1CNC(=O)C1CC(c2ccc([N+](=O)[O-])cc2)=NO1 (stereo not drawn)	?	4%	-1.1%	9%	-4%[46.1 µM]	2%[38.3 µM]	-4%
CN(C)S(=O)(=O)c1ccc(Cl)c(NC(=O)CN2CCC(Cc3ccccc3)CC2)c1	-20%[46 µM]	0%	4.0%	1%	-44%	21%	?
CSc1cccc(NCc2ccc([N+](=O)[O-])cc2)c1	4%[46 µM]	-28%	3.2%	-6%	-7%	11%	/
Cn1nc(C(C)(C)C)cc1C(=O)Sc1cccc(Br)c1	/	-2%	0.0%	/	-57%	/	23%[9.22 µM]
CC(C)C(c1nnnn1Cc1ccc(F)cc1)N1CCN(c2ccc(O)cc2)CC1 (stereo not drawn)	?	-1%	3.0%	-1%	34%	13%	6%[9.22 µM]
C[C@]12CCC(=O)C=C1[C@H](O)C[C@@H]1[C@@H]2[C@@H](O)C[C@@]2(C)[C@H]1CC[C@]2(O)C(=O)CO	-4%	8%	-0.9%	0%	24%	7%	-8%
COc1cc(C(=O)NCCOc2cccc3cccnc23)cc(OC)c1OC	-7%[46 µM]	0%	1.1%	-1%	33%	3%	-19%
C=CCN1C(=O)C(CC(=O)Nc2ccccc2)SC1=Nc1c(C)n(C)n(-c2ccccc2)c1=O (stereo not drawn)	4%	0%	0.8%	6%	-2%[46.1 µM]	7%[38.3 µM]	18%
COc1ccc(-c2[nH]c(-c3ccc(C)cc3)nc2SCC(=O)Nc2nccs2)cc1	-18%	2%	3.9%	1%	-11%	-6%	-3%
Cc1nnsc1C(=O)N1CCN(c2cc(C(F)(F)F)ccn2)CC1	/	2%	0.0%	/	-21%	/	-4%[9.22 µM]
Cc1cc(C)n(-c2ccc(C(C)C)cc2)c(=O)c1C#N	-8%[46 µM]	3%	0.6%	3%	10%	11%	-4%[9.22 µM]
CCOC(=O)C1(Cc2cccc(OC)c2)CCN(C(C)CC(C)(C)O)CC1 (stereo not drawn)	/	-3%	17%	-4%	31%	34%[activator]	-8%[9.22 µM]
CS(=O)(=O)N(CC(=O)N1CCOCC1)c1ccc2c3c(cccc13)CC2	9%	9%	0.0%	-2%	-6%[46.1 µM]	24%[38.3 µM]	1%
O=S(=O)(Nc1ccc(-n2cnnn2)cc1)c1ccc(F)c(F)c1F	/	3%	2.0%	/	-8%	/	-17%[9.22 µM]
c1ccc(-c2noc(-c3cccs3)n2)nc1	-14%	-1%	-1.8%	13µM*	-7%[46.1 µM]	1%	4%
Cn1cccc1/C=N/n1c(-c2ccc(Cl)cc2)n[nH]c1=S	-4%	8%	0.0%	7%	-9%[46.1 µM]	-3%	11%
COc1ccc(-c2nc3cc(C)ccn3c2NCc2ccc3c(c2)OCO3)cc1	/	-6%	0.9%	-12%	?	22%	24%[9.22 µM]
COc1cc(C(C(=O)NC(C)(C)C)N(C(=O)CNC(=O)c2cccs2)c2ccccc2)cc(OC)c1OC (stereo not drawn)	-5%	11%	2.5%	4%	4%[46.1 µM]	17%[38.3 µM]	21%
O=C(Cc1ccc(O)cc1)NCCNC(=S)NCc1ccccc1	/	6%	-0.1%	/	-16%	/	10%[9.22 µM]
COC(=O)c1scc(C)c1NC(=O)C(Cl)c1ccccc1 (stereo not drawn)	-5%[9.22 µM]	-3%	-5.6%	-1%	13%	0%	30%
CCOC(=O)c1cc(=O)cc(C(=O)OCC)o1	8%	2%	-0.2%	2%	13%[46.1 µM]	5%[38.3 µM]	-18%
Cc1nc2sc(C(c3cccs3)N3CCN(Cc4ccccc4)CC3)c(O)n2n1 (stereo not drawn)	/	2%	0.0%	/	-5%	2%	-6%[9.22 µM]
O=C1C(Cl)=C(NCC2CCCO2)C(=O)N1Cc1ccccc1 (stereo not drawn)	-1%	7%	-0.3%	0%	-4%[46.1 µM]	-3%[38.3 µM]	7%
Cc1c(/C=N\NC(=O)c2ccc([N+](=O)[O-])cc2)cnn1C	-5%	-2%	-1.1%	-5%	8%	-8%	7%
Oc1ccc2[nH]cnc2c1CN1CCCCC1	1%	8%	0.0%	-2%	-13%[46.1 µM]	23%[38.3 µM]	-20%
c1ccc(COn2c(-c3ccccc3)nc3c2CCc2nonc2-3)cc1	?	11%	-0.7%	/	?	/	15%
COc1cc(C(=O)NCC(=O)OCn2nnc3ccccc3c2=O)cc(OC)c1OC	-7%[46 µM]	8%	1.1%	-1%	18%	-2%	-9%
CC(C)(C)C(=O)NC(=S)Nc1cc(C(F)(F)F)ccc1N1CCOCC1	11%	-6%	0.7%	-1%	?	-21%[38.3 µM]	-6%
COc1ccc(C2SCC(=O)N2c2c(C)n(C)n(-c3ccccc3)c2=O)c(OC)c1 (stereo not drawn)	2%	3%	1.1%	-6%	-2%[46.1 µM]	-9%[38.3 µM]	-3%

Reformatted: 3 of the compounds above.
COc1cccc(NC(=O)c2cccs2)c1
  LMNA splice mod: 16%; CBFb-RUNX1 inh: 6%; Epigenetic derep: -0.8%; KinaseGlo FLuc: -4%; NPSR antagonist: 12%[46.1 µM]; IMPase Li inh: 9%[38.3 µM]; HTT aggregate: -10%
O=C(NCC1CCCO1)c1onc(CSc2ccccc2F)c1C(=O)O (stereo not drawn)
  LMNA splice mod: 5%[0.0737 µM]; CBFb-RUNX1 inh: -5%; Epigenetic derep: -0.9%; KinaseGlo FLuc: 4%; NPSR antagonist: 0%[46.1 µM]; IMPase Li inh: -21%[38.3 µM]; HTT aggregate: 4%
CC(C)C(c1nnnn1Cc1ccc(F)cc1)N1CCN(c2ccc(O)cc2)CC1 (stereo not drawn)
  LMNA splice mod: ?; CBFb-RUNX1 inh: -1%; Epigenetic derep: 3.0%; KinaseGlo FLuc: -1%; NPSR antagonist: 34%; IMPase Li inh: 13%; HTT aggregate: 6%[9.22 µM]
